Bioassay records: PubChem BioAssay, several laboratories
TNF necrop inh = inhibitors of TNF-alpha induced necroptosis in Jurkat FADD-/- cells; Jurkat FADD-/- TNF necroptosis rescue, ATP luminescence, 24 h; 0 = TNF only, 100 = no-TNF cells; activation (protection from cell death), % at 10 µM; hit rate 0.068% among 220,000;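 active means activation, meaning protection from cell death, of at least 50% relative to plate controls; inactive means activation below 50%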;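 further: necroptosis triggered by 40 ng/mL TNF-alpha added together with compound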
EBV gp42 inh = inhibitors of Epstein-Barr virus glycoprotein 42 | Fluorescence polarization binding assay, mP read-out | Q1HVG2 | inhibition, % (tested at 21.74 µM) | hit rate 0.42% among 220,000 | AID 1085; in the data active means inhibition above about 50%
Target sequence (Q1HVG2 whole entry, looked up): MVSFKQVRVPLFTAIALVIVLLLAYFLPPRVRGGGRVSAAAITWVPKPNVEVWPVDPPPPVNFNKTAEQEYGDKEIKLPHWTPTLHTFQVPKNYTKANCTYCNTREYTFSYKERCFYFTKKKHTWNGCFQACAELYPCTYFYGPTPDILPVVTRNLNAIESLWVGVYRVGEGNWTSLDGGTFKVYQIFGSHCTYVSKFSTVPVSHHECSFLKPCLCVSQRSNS
eIF4E-4G inh = inhibitors of eIF4E and eIF4G interaction in translation initiation; P63073+Q04637; hit rate 0.37% among 220,000; TR-FRET eIF4E-eIF4GI(517-606) binding, 2 h; AID 782; inhibition, % at 21.7 µM;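 active means inhibition above about 30%, limit read from the data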;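 further: 0% = full FRET control wells and 100% = background wells lacking eIF4GI fragment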
PERK inhibitor = blocks human PERK kinase; Q9NZJ5; CHO PERK-DD fusion, SEAP luminescence translation reporter; inhibition, % at 5.6 µM; hit rate 0.17% among 220,000;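 active means inhibition above the mean inhibition of all tested compounds plus 3 SD, set separately per screening campaign, cut at about 2.9% in these data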;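 further: PERK kinase domain activated by AP20187 dimerizer at 100 nM; 0% = DMSO with dimerizer and 100% = rapamycin at 8.4 µM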
m-calpain inh = inhibitors of pig calpain II. AID 1236. hit rate 0.37% among 220,000. purified calpain II, fluorogenic peptide substrate, 30 min. inhibition, % at 16 µM;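 active means inhibition above about 50%, limit read from the data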
Cl transport mod = KCC2 (human) Cl- transport modulation; Q9H2X9; KCC2 cells, thallium flux FluoZin-2 fluorescence; B-score of Tl+ flux slope (higher = more flux/activation; lower = inhibition) at 10 µM; hit rate 2.2% among 190,000; AID 1456;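 active means thallium flux slope and its plate-corrected score both differing from the plate sample mean at a set confidence after two filtering rounds, in either direction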;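 further: slope of fluorescence scaled to starting intensity during 10 to 20 s after thallium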
zVAD death inh = blocks zVAD induced death of L929 cells; L929 zVAD necroptosis rescue, ATP luminescence, 24 h; with zVAD 60 µM; viability rescue, % at 10 µM; hit rate 0.38% among 220,000;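 active means activation, scaled between plate controls, above about 75%, limit read from the data; inactive means activation under that limit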;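 further: 0% = zVAD with DMSO and 100% = DMSO alone without zVAD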
MDM2 E3 inh = Mdm2 E3 ligase (human) inhibition; hit rate 0.11% among 210,000; AID 1230; signal enhancement, % at 5 µM; cell-based MDM2 ubiquitination luciferase reporter, 2 h; 0 = plate control, 100 = twice control, blank-subtracted;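 active means signal enhancement of 30% or more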;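 further: luminescence tracks abundance of the self-degrading MDM2-luciferase fusion protein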
Target sequence (Q00987 whole entry, looked up, the tested form may be a part): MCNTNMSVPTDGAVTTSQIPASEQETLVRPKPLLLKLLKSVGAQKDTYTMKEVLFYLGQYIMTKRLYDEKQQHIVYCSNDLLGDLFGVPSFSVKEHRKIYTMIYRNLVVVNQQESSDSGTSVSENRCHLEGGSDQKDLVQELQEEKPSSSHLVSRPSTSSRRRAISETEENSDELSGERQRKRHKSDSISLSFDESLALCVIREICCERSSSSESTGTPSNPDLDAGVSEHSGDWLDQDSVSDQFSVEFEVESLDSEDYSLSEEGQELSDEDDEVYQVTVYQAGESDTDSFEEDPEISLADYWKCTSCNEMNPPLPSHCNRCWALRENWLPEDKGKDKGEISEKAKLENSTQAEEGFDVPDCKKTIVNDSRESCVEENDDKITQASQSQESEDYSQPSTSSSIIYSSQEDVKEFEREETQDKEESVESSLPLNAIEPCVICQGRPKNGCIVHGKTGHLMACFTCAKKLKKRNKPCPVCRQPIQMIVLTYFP
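Assay system: stable mammalian line carrying autodegrading MDM2–luciferase fusion reporter; Input: 2000 cells in each well; Compound dosing: single-point 5 µM; Schedule: 2 h compound exposure at 37 °C; Signal: SteadyLite luciferase luminescence after 15 min room-temperature reagent incubation; Evaluation: % luminescence enhancement versus blank-corrected plate control mean; Benchmarks: plate controls and plate blanks.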
Rad51 HR inh = Rad51 (human) homologous recombination inhibition. Q06609. hRad51 DNA strand exchange, fluorescence dequenching. inhibition, % at 10 µM. hit rate 0.085% among 200,000. AID 1385;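 active means inhibition above 40% at the single screening dose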;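 further: 0% = DMSO control wells and 100% = blanks with heterologous ssDNA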
Target sequence (Q06609 whole entry, looked up): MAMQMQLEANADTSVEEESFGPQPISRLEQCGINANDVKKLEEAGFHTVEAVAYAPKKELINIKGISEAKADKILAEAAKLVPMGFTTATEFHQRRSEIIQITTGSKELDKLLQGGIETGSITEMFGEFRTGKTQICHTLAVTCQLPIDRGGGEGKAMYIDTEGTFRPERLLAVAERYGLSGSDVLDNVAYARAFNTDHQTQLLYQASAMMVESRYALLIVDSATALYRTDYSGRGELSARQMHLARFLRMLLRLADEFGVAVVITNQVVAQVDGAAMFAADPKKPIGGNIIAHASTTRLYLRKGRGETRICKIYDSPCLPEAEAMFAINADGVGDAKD
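Material: hRad51 filaments on single-stranded DNA; Reagent: Donor/quencher-labelled 47-bp dsDNA substrate; Compound: 10 µM final, single point; Schedule: 37 °C 15-min filament assembly, 30-min compound preincubation, 15-min exchange; Technique: FRET fluorescence, excitation 485 nm, emission 520 nm; Benchmarks: control wells and blank wells on each plate.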
* = called active by the depositor; . = not tested or not shown; [ ] = another dose, or the depositor's remark. An unsorted share of the library. About 3.6% of those tested had a hit in this group.

SMILES	TNF necrop inh	EBV gp42 inh	eIF4E-4G inh	PERK inhibitor	m-calpain inh	Cl transport mod	zVAD death inh	MDM2 E3 inh	Rad51 HR inh
Clc1ccc(OCc2nn3c(C4CCCCC4)nnc3s2)cc1	-2.1	-7.6	-2.3	0.0	21.5	-0.943	-0.1	-11.0	.
COc1cc(S(=O)(=O)N2CCC(O)(c3cccc(C(F)(F)F)c3)CC2)ccc1-n1cnnn1	2.5	-9.8	-11.6	-0.1	-6.6	0.819	0.2	-13.6	3.6
Cc1cc2c(C)cc(=O)[nH]c2cc1NC(=O)CCl	0.4	4.6	7.3	-0.6	-7.9	0.569	62.4	-11.0	7.8
CCC(C)NC(=O)c1ccccc1C(=O)NC(C)CC (centres undefined)	-0.9	-10.2	-8.7[fluorescence artefact?]	0.7	-3.5	1.75	-0.3	-14.9	3.4
COc1ccc(Cc2nnc(SCC(=O)Nc3ncc(C)s3)o2)cc1	-0.7	-13.1	-30.8	1.4	-10.5	.	-0.1	-9.3	-3.0
CCNc1sc(C(=O)c2cccs2)c(N)c1-c1nc2ccccc2s1	-4.9	-4.6	-2.2	-0.1	-22.8	.	0.9	-6.4	-8.2
Cc1ccc(NC(=O)CSc2nc(C)c(Cc3ccccc3)c(=O)[nH]2)cc1C	-0.3	2.9	-4.6	0.4	-20.2	-0.387	6.0	-3.9	1.4
COc1ccc(Oc2coc3cc(OC(=O)c4cncc(Br)c4)ccc3c2=O)cc1	0.4	-3.7	-1.4	0.0	-218.4	.	1.0	18.2	5.1
COc1ccc(C(=O)Nc2nc(N)n(-c3ccccc3)n2)cc1	-4.4	3.3	4.8[fluorescence artefact?]	0.3	11.9	-0.406	.	-3.3	.
COc1ccc(C(=O)CSc2nnc(CNC(=O)c3ccc(OC)c(OC)c3)n2C)cc1	-0.2	-20.0	2.4	0.1	15.0	0.399	0.3	-11.6	7.5
Nc1c(C(=O)Nc2ccc(F)cc2)nnn1-c1cccc(C(F)(F)F)c1	1.7	3.1	-1.2	1.3	-25.4	0.15	3.4	-2.8	32.7
CC(C)(C)OC(=O)N/N=C\c1ccc[nH]1	1.5	4.7	-0.1	0.1	6.7	-0.166	-0.2	-13.4	-30.9
CCOC(=O)/C(C#N)=C/c1cn(CCC(=O)O)nc1-c1ccccc1	1.3	-20.2	-1.6[fluorescence artefact?]	0.4	16.5	-0.28	-1.1	-5.2	-1.0
COc1ccc(N2C(=O)C3CCCN3C2c2cccc(OC)c2OC)cc1 (centres undefined)	-0.5	-9.7	3.6	-0.8	-32.4	-0.0823	0.5	-2.1	-1.1
CCN(CC)S(=O)(=O)c1ccc(OC)c(N)c1	-1.0	-4.5	-1.1	1.0	-23.9	0.000492	1.6	-5.9	5.9
O=C(Nc1c(F)cc(F)cc1Br)c1cccnc1	-0.9	-19.1	2.9	0.9	-6.8	0.063	-0.1	-14.1	-4.8
Clc1ccc(CSc2ccc(-c3ccco3)nn2)cc1	-0.6	-4.3	-0.8	0.0	-34.6	0.262	1.3	14.6	-0.6
N#CCCN1CCNCC1	0.6	-14.8	0.0	0.2	-10.2	0.276	0.2	-18.5	-0.5
O=C(NNc1nc2c(F)cccc2s1)c1cc(=O)c2ccccc2o1	-1.0	-6.1	-5.1	1.1	14.2	-1.34	0.0	-18.3	.
COc1cc2c(C(=O)N3CCN(c4cccc(Cl)c4)CC3)cn(CC(C)C)c(=O)c2cc1OC	-5.0	3.6	4.8	-0.9	-96.5	-0.441	-0.2	-6.1	-6.9
O=C(O)CSc1nnc(-c2ccco2)o1	-0.1	6.7	-2.6	2.0	24.5	-0.0632	-0.5	-3.4	-11.4
CC(=O)Nc1ccc(S(=O)(=O)NCCc2ccc(S(N)(=O)=O)cc2)cc1	-0.1	-14.5	-0.2	1.6	4.8	2.89	0.9	-8.9	3.3
O=C1NC2(CCCC2)N=C1c1ccc(Cl)cc1	1.4	-6.5	-3.1[fluorescence artefact?]	-0.9	-1.6	0.135	0.4	.	6.1
COc1ccc(CN(CC(=O)NC2CCCC2)C(=O)CCC(=O)Nc2cc(C)on2)cc1	-1.1	-6.2	-3.4[fluorescence artefact?]	-0.5	-20.1	0.758	-0.2	3.8	-3.3
COc1cccc(/C=N/NC(=O)Cn2cnc3c2c(=O)n(C)c(=O)n3C)c1	1.8	1.8	-1.1	0.2	-7.5	0.621	0.3	-14.1	10.8
CCOc1cc2[nH]c(=S)n(CCc3ccc(OC)c(OC)c3)c(=O)c2cc1OCC	0.8	3.6	-51.5	-0.9	-69.0	0.662	0.9	-11.9	-9.4
O=C(NC(=S)N1CCCCC1)c1cccnc1	0.3	-1.0	0.2	0.0	6.7	1.23	3.2	-2.3	-1.1
CC(=O)OCC1OC(Sc2cccc3cccnc23)C(OC(C)=O)C(OC(C)=O)C1OC(C)=O (centres undefined)	-4.9	-25.4	-4.4	-0.2	-105.8	1.74	0.2	-2.4	-2.5
OC(CN1C2=NCCN2c2ccccc21)c1ccc(Br)cc1 (centres undefined)	-8.9	-16.8	11.0	-0.6	1.4	0.947	0.0	-22.8	-1.5
Cc1ccc(CN2CCC(C(=O)NCCC(C)C)CC2)o1	1.5	-13.9	-2.9	-0.2	-1.1	0.217	-0.8	1.8	1.8
Cc1nn(-c2ccccc2)c(N2CCCC2)c1/C=N/NC(=S)Nc1ccccc1C(F)(F)F	2.5	-20.3	-2.4	-1.1	4.5	0.353	0.0	-0.2	10.0
Cc1cc(=O)[nH]c(SCC(=O)Nc2ccc(C)c(S(=O)(=O)N3CCCCC3)c2)n1	1.7	-7.6	-4.9	1.4	-9.7	-1.43	-0.5	.	-0.4
Cc1cccc(CN2CCN(Cc3ccc(-n4cccn4)cc3)CC2CCO)n1 (centres undefined)	0.3	-10.2	2.5	-0.8	15.4	.	-0.2	-2.8	.
CCCS(=O)(=O)c1c(S(=O)(=O)CCC)c2c3ccccc3ccn2c1C(N)=O	-5.6	-9.9	2.5[fluorescence artefact?]	0.4	-15.7	-0.136	0.1	-33.3	3.8
O=C(Nc1cccc2ccccc12)C(=O)C1C(=O)Nc2ccccc21 (centres undefined)	1.4	-10.3	-5.3	0.1	-17.9	0.535	-0.1	-6.2	20.7
CCC(C)C(=O)NCCc1ccc(S(N)(=O)=O)cc1 (centres undefined)	0.3	-3.0	1.5	1.4	-9.8	1.17	0.4	9.1	.
Cc1ccc(C2C3=C(Nc4[nH]n(-c5ccccc5)c(=O)c42)c2ccccc2C3=O)cc1 (centres undefined)	-2.3	-7.1	4.0	-0.5	-35.4	-2.64	0.6	-5.8	10.4
CC1CC(=O)Nc2cc([N+](=O)[O-])ccc2N1 (centres undefined)	0.9	8.5	-9.9	0.1	-4.8	1.18	0.2	-8.8	10.4
COc1ccc(S(=O)(=O)N2CCC[C@H]2C(=O)NCc2ccc(Cl)cc2)cc1	0.8	-7.4	2.7	-2.5	6.3	-0.136	0.8	-6.3	-22.0
CC1=CS(=O)(=O)CC1Sc1nc(C)n[nH]1 (centres undefined)	1.0	-8.3	1.1	1.4	-16.1	0.54	2.3	-18.2	20.9
CCOC(=O)c1nn(-c2ccccc2)c(C)c1C(C)=O	5.3	-12.3	2.0	-1.6	-16.3	-1.69	-0.4	-11.4	-7.3
Nc1cc(-c2nc3ncccc3o2)ccc1Cl	-3.2	-13.1	2.2[fluorescence artefact?]	0.8	-476.5	-0.398	0.8	-8.4	-7.6
CC(C)(C)c1ccc(C2CC2C(=O)N/N=C\c2cc3ccccc3nc2Cl)cc1 (centres undefined)	-0.7	0.6	-2.6[fluorescence artefact?]	0.8	-190.1	-0.0185	0.2	-10.1	-2.5
Cc1ccc(-c2csc3ncn(CC(=O)N4CCOCC4)c(=O)c23)cc1	-0.9	3.0	-6.3	-0.6	-40.7	-0.337	-0.8	-8.9	-5.0
CCCn1c(=O)c(C(=O)c2ccccc2)nc2ccccc21	-4.3	-24.3	-2.9	0.6	16.1	-0.189	-0.4	-38.6	-1.9
COC(=O)/C=C1/SC(=Nc2ccc(C)cc2C)NC1=O	-4.8	-16.4	3.1	-0.6	3.7	-0.447	0.3	-35.8	.
COc1cc(-c2nn3c(COc4ccccc4)nnc3s2)cc(OC)c1OC	3.8	-5.5	2.8	1.0	-49.2	0.6	5.0	-17.5	-8.5
O=C(NCC1CCCO1)C1c2ccccc2C(=O)N1Cc1ccc2c(c1)OCO2 (centres undefined)	-0.5	-12.7	-1.3	0.6	-8.5	0.909	0.1	-10.6	.
Cc1[nH]c2ccccc2c1C(=O)COC(=O)C(C)C	-0.5	-26.2	-3.4	0.6	1.8	0.601	-0.2	.	-0.7
CN1CCN(CCCNC(=O)c2ccc(CSCc3cccc(Cl)c3)o2)CC1	-0.5	-25.1	3.9[fluorescence artefact?]	-0.8	1.0	.	0.3	-18.5	-2.1
COc1ccc(-c2nn(C)c(=O)c3ccccc23)cc1CNC(=O)c1ccco1	-3.4	-13.8	9.7	-1.6	-48.0	-1.8	0.0	-8.3	-14.2
NC(=O)CC[C@H](NC(=O)c1ccc(F)cc1)C(=O)OCC(=O)Nc1c(F)c(F)c(F)c(F)c1F	0.3	-26.6	18.6[fluorescence artefact?]	0.2	0.7	0.268	0.1	1.2	-11.0
CCN(CC)S(=O)(=O)c1ccc(S(=O)(=O)N2CCCC2C(=O)O)cc1 (centres undefined)	0.5	-21.4	-2.0	0.9	21.8	.	-0.3	-16.4	-7.1

In a second layout: entries from further up.
Values run as follows: TNF necrop inh, EBV gp42 inh, eIF4E-4G inh, PERK inhibitor, m-calpain inh, Cl transport mod, zVAD death inh, MDM2 E3 inh, Rad51 HR inh
Cc1cccc(CN2CCN(Cc3ccc(-n4cccn4)cc3)CC2CCO)n1 (centres undefined)
    0.3, -10.2, 2.5, -0.8, 15.4, ., -0.2, -2.8, .
COc1cc(-c2nn3c(COc4ccccc4)nnc3s2)cc(OC)c1OC
    3.8, -5.5, 2.8, 1.0, -49.2, 0.6, 5.0, -17.5, -8.5
O=C(Nc1cccc2ccccc12)C(=O)C1C(=O)Nc2ccccc21 (centres undefined)
    1.4, -10.3, -5.3, 0.1, -17.9, 0.535, -0.1, -6.2, 20.7
COc1cc2c(C(=O)N3CCN(c4cccc(Cl)c4)CC3)cn(CC(C)C)c(=O)c2cc1OC
    -5.0, 3.6, 4.8, -0.9, -96.5, -0.441, -0.2, -6.1, -6.9
COc1ccc(C(=O)CSc2nnc(CNC(=O)c3ccc(OC)c(OC)c3)n2C)cc1
    -0.2, -20.0, 2.4, 0.1, 15.0, 0.399, 0.3, -11.6, 7.5
CCOC(=O)c1nn(-c2ccccc2)c(C)c1C(C)=O
    5.3, -12.3, 2.0, -1.6, -16.3, -1.69, -0.4, -11.4, -7.3
O=C(NNc1nc2c(F)cccc2s1)c1cc(=O)c2ccccc2o1
    -1.0, -6.1, -5.1, 1.1, 14.2, -1.34, 0.0, -18.3, .
